Screens as filed in PubChem.
TEAD-YAP inh – TEAD-YAP interaction inhibition; HEK-TIYL cells, TEAD-Gal4/YAP UAS-luciferase luminescence; inhibition, % at 9.12 µM; actives 1.4% (n = 640,000); AID 1259422; in the data active = inhibition above about 32%;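 note: 0% = median of test compound wells and 100% = reference inhibitor wells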
FBW7 activator – human FBW7 E3 ligase activation, primary screen. AID 1259310. Q969H0. AlphaScreen FBW7–phospho-cyclin E peptide binding, activator screen. normalized activity (activation), % at 26.1 µM. actives 0.13% (n = 650,000); in the data active = normalized activity above about 1.9%;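 note: purified mutant Fbw7 with reduced substrate affinity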
Target sequence (Q969H0 whole entry, looked up): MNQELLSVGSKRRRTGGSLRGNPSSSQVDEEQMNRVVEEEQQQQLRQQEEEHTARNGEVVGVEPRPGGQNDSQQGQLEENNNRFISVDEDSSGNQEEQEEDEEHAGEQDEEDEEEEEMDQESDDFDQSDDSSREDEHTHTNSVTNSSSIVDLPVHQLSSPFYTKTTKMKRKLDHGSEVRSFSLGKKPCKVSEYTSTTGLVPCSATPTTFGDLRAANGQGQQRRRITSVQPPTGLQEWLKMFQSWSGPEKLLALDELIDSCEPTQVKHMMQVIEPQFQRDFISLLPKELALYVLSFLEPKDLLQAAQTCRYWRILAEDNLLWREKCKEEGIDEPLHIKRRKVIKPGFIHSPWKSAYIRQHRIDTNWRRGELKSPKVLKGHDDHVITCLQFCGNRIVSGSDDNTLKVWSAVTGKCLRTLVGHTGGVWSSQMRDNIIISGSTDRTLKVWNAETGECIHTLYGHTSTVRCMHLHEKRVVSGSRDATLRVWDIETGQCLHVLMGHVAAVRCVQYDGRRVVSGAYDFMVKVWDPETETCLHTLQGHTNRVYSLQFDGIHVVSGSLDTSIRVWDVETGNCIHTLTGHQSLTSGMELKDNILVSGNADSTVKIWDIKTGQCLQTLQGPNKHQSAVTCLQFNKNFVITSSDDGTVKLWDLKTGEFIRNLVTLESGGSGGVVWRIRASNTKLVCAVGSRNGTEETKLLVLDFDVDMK
MITF inh – inhibitors of human MITF | O75030 | AlphaScreen MITF homodimerization, bead proximity signal | inhibition, % at 2.6 µM | actives 0.91% (n = 650,000); in the data active = inhibition above about 50%;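 note: 0% = vehicle wells with protein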
GPR151 ag – activates the human receptor GPR151; actives 1% (n = 650,000); activation, % at 11.2 µM; PathHunter beta-arrestin GPR151 cells, luminescence; Q8TDV0; in the data active = activation above about 4.9%;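 note: 0% = median of compound wells and 100% = cells with positive control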
Active calls of the source: *; & = joins results of further samples.

item	compound	MITF inh	FBW7 activator	GPR151 ag	TEAD-YAP inh
1	Cc1ccc(C(=O)NCCN(C)C)c(C)c1	-5	0.9	-0.4	-2
2	Cc1c(NC(=O)c2sc3ccccc3c2Cl)cccc1-c1nc2ncccc2o1	16	-0.2	2.1	1
3	COC(=O)C1(C(F)(F)F)N=C2C=CC=CN2C(c2ccco2)=N1 (stereo not given)	1	-0.3	0.5	5
4	Cc1ccn2c(CN(C)CC(O)c3ccccc3)c(C(=O)N3CCCCCC3)nc2c1 (stereo not given)	-10	0.1	0.9	0
5	CN1CC(=O)N/C1=N\C(=O)Nc1ccc2c(c1)N(C)C(=O)CS2	12	0.0	-0.7	2
6	c1ccc(-n2nnnc2NCC2(N3CCCCC3)CCCCC2)cc1	0	-0.1	-0.6	6
7	CCc1cc(=O)n(CC(=O)NCC2CCCO2)c(-n2nc(C)cc2C)n1 (stereo not given)	7	0.1	0.1	-1
8	CN1c2ccccc2C(C)(C)C12C=Cc1cccc([N+](=O)[O-])c1O2 (stereo not given)	13	0.4	0.3	8
9	Cc1nc2cc(NC(=O)c3ccc(Br)cc3)ccc2n1-c1ccccc1	7	-0.1	1.8	-23
10	O=C(/C=C/c1cccc([N+](=O)[O-])c1)NC1CCCCC1	11	0.6	-0.6	-10
11	COc1ccc(N2CCN(S(=O)(=O)c3ccc4ccccc4c3)CC2)cc1	-4	-0.1	-1.6	-3
12	CCC(C)(C)NC(=O)c1ccc(Sc2nncn2C)c([N+](=O)[O-])c1	-1	0.0	0.0	5
13	O=C(COC(=O)CSCC(=O)N1CCOCC1)NCc1ccccc1	0	-0.1	0.6	-5
14	CCCOc1ccc(C(C)=O)cc1CSc1nc(O)cc(=O)[nH]1	4	-0.1	2.1	2
15	Cc1nc([N+](=O)[O-])cn1Cc1cccc2ccccc12	8	-0.3	1.2	-7
16	CCC(=O)N1c2ccccc2NC2=C(C(=O)CC(C)(C)C2)C1c1ccc(-c2ccc([N+](=O)[O-])cc2C)o1 (stereo not given)	8	-0.2	1.3	5
17	CCCCCCCC(=O)Oc1ccc(C(=O)Nc2nncs2)cc1	2	0.0	1.2	7
18	COc1ccccc1Nc1nc(-c2ccccc2)cs1	4	-0.1	-0.6	-63
19	COC(=O)c1ccc(/C=C2/N=C(c3cc(Cl)ccc3OC)OC2=O)cc1	6	0.0	-1.0	13
20	CC(C)c1nc2cccnc2n1C1CCN(C(=O)c2n[nH]c3c2CCC3)CC1	17	0.0	10*	-13
21	CCOC(=O)c1sc(NC(=O)c2ccc(Br)cc2)nc1-c1ccccc1	-1	-0.1	1.4	9
22	Cn1c(O)c(N=Nc2ccc([N+](=O)[O-])cc2)c(=O)n(C)c1=O	3	-0.1	-0.7	-4
23	N#C/C(=C/c1ccc([N+](=O)[O-])cc1)C(N)=O	8	0.3	1.8	12
24	CCOc1ccc(C2NC(c3ccc(OCC)cc3)C3C(=O)C2C(c2ccc(OCC)cc2)NC3c2ccc(OCC)cc2)cc1 (stereo not given)	1	-0.1	0.9	8
25	COc1ccc2c(c1)sc1nc(-c3ccc([N+](=O)[O-])cc3)cn12	13	0.0	-1.7	-62
26	COc1cccc(-n2c(=S)sc3c(=O)n(-c4ccc(C)cc4)c(SCC(=O)C(C)(C)C)nc32)c1	0	-0.1	1.5	-3
27	N[C@@H]1CC[C@H](C(=O)Nc2ccc3cnccc3c2)C1	-8	0.1	0.5	8
28	CC1(C)OCC(C2OC3OC(C)(C)OC3C2(O)O)O1 (stereo not given)	-12	0.2	0.2	2
29	O=C(N/N=C/c1ccc(-c2ccccc2[N+](=O)[O-])o1)c1cccc(O)c1	-5	-0.1	0.6	1
30	CCN(CC)C(=O)c1sc2nc3cc(C)ccc3cc2c1N	-2	-0.1	-0.1	-65
31	O=C(c1cccs1)N1CCN2C(=O)[C@@H]3CCCN3C(=O)[C@H]2C1	-3	-0.2	-0.8	8
32	COc1ccc(C(=O)N2CC(C)OC(C)C2)c(OC)c1 (stereo not given)	4	-0.2	-1.3	-4
33	O=C1NC(=O)C(Cc2ccccc2)(C2CCN(C(=O)CC3=CCCCC3)CC2)N1 (stereo not given)	-3	0.1	1.2	7
34	CC(C)(C)NC(=O)c1ccccc1-c1nc(-c2ccccc2)no1	8	0.1	0.2	-73
35	COc1cnc2c(n1)c(=O)n(C)c(=O)n2C	13	0.0	0.0	4
36	O=C(Nc1nnc(SCc2ccccc2)s1)c1ccc(F)cc1	-7	-0.1	0.9	-5
37	COc1cccc(-c2c([N+](=O)[O-])no[n+]2[O-])c1	2	0.9	0.1	31
38	CC(C)N1CCC(N2CCN(Cc3ccc(F)c(F)c3)C(CCO)C2)CC1 (stereo not given)	1	-0.1	3.3	0
39	CC(=O)Oc1ccc2nc(-c3ccccc3)oc(=O)c2c1	2	0.0	-7.3	10
40	Cc1cccn2c(CNCCN3CCCCC3CO)c(C(=O)N3CCCCC3)nc12 (stereo not given)	-3	0.0	0.3	0
41	Cc1cc2nc(-c3ccccc3)cc(C(F)(F)F)n2n1	-5	0.6	1.2	-5
42	COc1ccccc1CNC(=O)c1ccc2c(c1)nc(C)n2-c1ccc(Br)cc1	1	-0.1	-0.2	-6
43	Nc1ccc(/C=C/c2nc3ccccc3o2)cc1	12	0.0	-3.8	45*
44	COc1ccc(Cl)cc1/C=N/NC(=O)CNc1ccc(C)cc1	6	-0.1	1.0	-3
45	CCN(CC)S(=O)(=O)c1cc(C(=O)Nc2ccccc2C(=O)O)ccc1OC	15	0.1	1.0	9
46	Cc1c(C(=O)N2CC(C)CC(C)C2)sc2ncn(CC(=O)Nc3cccc(C(F)(F)F)c3)c(=O)c12 (stereo not given)	5	0.0	0.5	-4
47	CC(C)(C)CN1CCC(C(=O)Nc2ccc(Oc3cccnc3)cc2)CC1	-2	0.0	0.4	-7
48	Oc1cccc2ccc(N3CCCCC3)nc12	5	0.1	-0.9	6
49	Cc1c(N=C2N=C(N)c3ccccc32)c(=O)n(-c2ccccc2)n1C	-1	0.0	0.0	-7
50	Cc1ccc(C2=N/C(=C\c3ccccc3Br)C(=O)O2)cc1[N+](=O)[O-]	14	0.0	-2.1	-2

Further results
item	compound	MITF inh	FBW7 activator	GPR151 ag	TEAD-YAP inh
51	O=C(Cn1c(=O)[nH]c2ccccc2c1=O)NCc1ccc2c(c1)OCO2	2	-0.1	3.6	-18
52	CCOc1ccc(NC(=O)CCC(=O)NNC(=O)c2ccccc2OC)cc1	-2	-0.1	2.3	2
53	OC(CNc1ncnc2sccc12)c1ccccc1 (stereo not given)	3	0.1	0.3	-21
54	CCOc1ccccc1/C=C1/C(=O)N(c2ccc(I)cc2)N=C1C	6	-0.1	-1.3	24
55	Cc1cccc2[nH]c(-c3ccc(NC(=O)C4CCCCC4)cc3)nc12	1	-0.1	-2.3	-95
56	COc1ccc(-n2cc(-c3ccc(Cl)cc3)[n+]3c2SCCC3)cc1	-1	-0.1	-1.0	26
57	COC(=O)CNC(=O)COC(=O)c1cc(Cl)cc(Cl)c1N	4	-0.1	0.0	-2
58	COc1cc(/C=C2\SC(N)=NC2=O)cc(Cl)c1O	-2	-0.1	-0.1	0
59	O=C(NCC1CCCO1)C(=O)N/N=C/c1cccc(Cl)c1 (stereo not given)	-25	-0.1	0.8	-7
60	Nc1c(C(=O)Nc2nccs2)sc2nc3c(cc12)CCCCC3	-4	0.2	-0.7	7
61	Cc1sc(NC(=O)CN(C(=O)Nc2ccccc2Cl)C2CCCC2)c(C(N)=O)c1C	2	0.0	0.2	6
62	COc1cc(/C=N/NC(=O)CNC(=O)c2ccc(C(C)(C)C)cc2)cc(OC)c1OC	-6	0.0	0.5	5
63	CCC(CC)NC(=O)CNC(=O)COc1ccccc1	-12	-0.1	2.3	10
64	CCOC(=O)c1[nH]c(C)c(CN(Cc2ccco2)S(=O)(=O)CC)c1C	-4	-0.1	-0.5	-10
65	CCCC(=O)N(CCc1ccc(OC)c(OC)c1)Cc1nc2ccccc2c(=O)[nH]1	11	0.1	-0.5	-11
66	COc1ccc(CCNc2ncnc3c2c(-c2ccccc2)cn3-c2ccc(Br)cc2)cc1OC	5	-0.1	0.5	0
67	O=C(NCCO)c1cccc(-c2cnn3c(N4CCCCC4CCO)ccnc23)c1 (stereo not given)	9	-0.2	-0.5	-7
68	CCOc1ccc(NC(=O)CCc2nc3cccnc3n2-c2ccccc2)cc1	7	0.1	1.3	26
69	CC(C)(C)c1nn2c(SCC(=O)c3ccc(Cl)cc3)nnc2n(N)c1=O	-7	-0.1	-0.7	3
70	C=CCNC(=S)NNC(=O)CNC(=O)c1ccc(Cl)cc1Cl	-2	-0.1	1.7	-5
71	COc1ccc(N2CCN(C(=O)CCC(=O)N3CC(C)Oc4ccc(C)cc43)CC2)cc1 (stereo not given)	2	-0.1	-0.7	19
72	CCOC(=O)CSc1nc(N)c2c3c(sc2n1)CCCCC3	8	0.0	-0.5	4
73	O=C(Nc1ccc(I)cc1)c1cncc(Br)c1	-4	-0.1	1.5	-12
74	Fc1ccc(N=c2scc(-c3ccc(C4CCCCC4)cc3)n2CCc2ccccc2)cc1	9	0.1	-0.4	1
75	COc1ccc(-c2cn3c(C)c(C(=O)Nc4ccccc4F)sc3n2)cc1	-11	0.0	2.9	-13
76	CCCc1nc(NCC)nc2n[nH]c(=S)n12	10	0.8	-1.3	9
77	CCC1Sc2cc(S(=O)(=O)CCC(=O)N3CCCc4ccccc43)ccc2NC1=O (stereo not given)	9	0.1	1.9	9
78	Cc1ccc(S(=O)(=O)N(Cc2ccsc2)C2CC2)s1	-4	0.4	0.1	-3
79	O=C(NCC1CCCO1)c1ccc(I)cc1 (stereo not given)	6	0.1	1.2	-12
80	O=C(/C=C/c1ccccc1)N1CCN(c2nc3ccccc3s2)CC1	-1	0.1	1.2	-8
81	O=[N+]([O-])c1ccc(Cl)cc1NCCCN1CCOCC1	4	0.2	1.2	0
82	C=CCNS(=O)(=O)c1cc(C(F)(F)F)ccc1Cl	3	0.0	0.6	-1
83	C=CCNC(=S)NNC(=O)COc1ccc(Cl)cc1	6	0.0	-1.3	1
84	CCOc1cc2c(cc1OCC)C(c1cccc(OC)c1OC)NCC2 (stereo not given)	1	-0.1	0.6	15
85	COc1cc2nc(Nc3nc4ccccc4n3C)nc(NCCO)c2cc1OC	8	-0.1	2.5	4
86	CC(=O)Nc1nnc(CCOCC(C)OCCc2nnc(NC(C)=O)s2)s1 (stereo not given)	-10	-0.1	5.0*	-1
87	O=C(Cc1cccs1)N1CCN(c2ccc(-c3ccco3)nn2)CC1	19	-0.1	0.3	4
88	O=C(Nc1ccccc1-c1nc2ccccc2[nH]1)c1cccs1	-11	0.0	-1.0	0
89	COc1cc(Cl)cc(CN2CCN(Cc3cccs3)C(CCO)C2)c1OC (stereo not given)	10	-0.1	-0.2	-10
90	CC1CCCN(Cn2cnc3c2c(=O)n(C)c(=O)n3C)C1 (stereo not given)	6	0.2	0.9	7
91	COC(=O)C1=C(C)Nc2[nH]c(=O)[nH]c(=O)c2C1c1ccccc1F (stereo not given)	14	-0.1	0.9	1
92	CCSCCOC(=O)C1=C(C)NC2=C(C(=O)CCC2)C1c1cccc([N+](=O)[O-])c1 (stereo not given)	19&-8	1.5&-0.3	-0.1&-1.0	7&6
93	Cc1ccc(C(=O)NCCCn2ccnc2)cc1C	-12	-0.1	0.7	-9
94	COc1ccc(C(C)C)cc1S(=O)(=O)Nc1cccc(C(=O)O)c1	-9	0.0	1.7	-14
95	COc1ccc(CCNC(=O)c2ccc(CS(=O)Cc3ccc(C)cc3)o2)cc1OC (stereo not given)	-1	0.0	0.3	-1
96	C=C(C)CN(CC)c1nc(CN2CCSCC2)nc2ccccc12	0	-0.2	0.4	1
97	Cc1ccnc(NC(=O)Cn2cnc3c(=O)n(C)c(=O)n(C)c32)c1	26	1.1	-1.3	-2
98	COc1ccccc1NCC(=O)N/N=C/C=C/c1ccccc1	19	0.0	2.5	0
99	COc1cc(NC(=O)C2CC2)c(OC)cc1NC(=O)c1ccco1	6	-0.1	0.0	2
100	O=C(c1nc2ccccn2c1CNCc1ccc2c(c1)OCO2)N1CCOCC1	-12	0.1	0.4	2
101	CCC(C(=O)Nc1ccc2c(c1)OCO2)n1c(C)c2cnn(-c3ccccc3)c(=O)c2c1C (stereo not given)	-1	-0.2	0.5	4
102	O=C(NCC1Cc2cc(-c3cnccn3)ccc2O1)c1ccoc1 (stereo not given)	14	0.2	0.2	0

Among those listed so far, these have an NH in an aromatic ring:
item	compound	MITF inh	FBW7 activator	GPR151 ag	TEAD-YAP inh
14	CCCOc1ccc(C(C)=O)cc1CSc1nc(O)cc(=O)[nH]1	4	-0.1	2.1	2
20	CC(C)c1nc2cccnc2n1C1CCN(C(=O)c2n[nH]c3c2CCC3)CC1	17	0.0	10*	-13
51	O=C(Cn1c(=O)[nH]c2ccccc2c1=O)NCc1ccc2c(c1)OCO2	2	-0.1	3.6	-18
55	Cc1cccc2[nH]c(-c3ccc(NC(=O)C4CCCCC4)cc3)nc12	1	-0.1	-2.3	-95
64	CCOC(=O)c1[nH]c(C)c(CN(Cc2ccco2)S(=O)(=O)CC)c1C	-4	-0.1	-0.5	-10
65	CCCC(=O)N(CCc1ccc(OC)c(OC)c1)Cc1nc2ccccc2c(=O)[nH]1	11	0.1	-0.5	-11
76	CCCc1nc(NCC)nc2n[nH]c(=S)n12	10	0.8	-1.3	9
88	O=C(Nc1ccccc1-c1nc2ccccc2[nH]1)c1cccs1	-11	0.0	-1.0	0
91	COC(=O)C1=C(C)Nc2[nH]c(=O)[nH]c(=O)c2C1c1ccccc1F (stereo not given)	14	-0.1	0.9	1

Hits appear at their usual frequency. Share with any hit: about 3.4%.
